# KCNQ1 pot: potentiates or activates the human KCNQ1 potassium channel. 310,000 tested, 0.35% active. AID 2648. P51787. B-score at 10 µM. CHO-K1 KCNQ1, thallium flux FluxOR fluorescence; hits give high values;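 active = fluorescence ratio B-score, a plate-corrected score, at least three library SD, with initial intensity B-score within 5 SD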
#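 Assay system: stable KCNQ1 CHO-K1 line; medium: assay buffer, equal DMSO in all wells; timing: 90 min dye loading and 20 min compound exposure, both at room temperature; technique: kinetic FluxOR thallium fluorescence, 10-s 1-Hz baseline, 110-s post-stimulus read; read-out basis: B score of baseline-normalized fluorescence ratio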
# KCNK3 block: human KCNK3 channel inhibition, primary screen; O14649; CHO-KCNK3 thallium flux, FluxOR fluorescence; hits give low values; B-score at 10 µM; 340,000 tested, 0.84% active; AID 602410;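 active = B-score under library mean minus 4 SD, starting fluorescence ratio at most library mean plus 5 SD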;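 note: more negative B-score means stronger inhibition of thallium flux through KCNK3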
# Target sequence (O14649 whole entry, looked up): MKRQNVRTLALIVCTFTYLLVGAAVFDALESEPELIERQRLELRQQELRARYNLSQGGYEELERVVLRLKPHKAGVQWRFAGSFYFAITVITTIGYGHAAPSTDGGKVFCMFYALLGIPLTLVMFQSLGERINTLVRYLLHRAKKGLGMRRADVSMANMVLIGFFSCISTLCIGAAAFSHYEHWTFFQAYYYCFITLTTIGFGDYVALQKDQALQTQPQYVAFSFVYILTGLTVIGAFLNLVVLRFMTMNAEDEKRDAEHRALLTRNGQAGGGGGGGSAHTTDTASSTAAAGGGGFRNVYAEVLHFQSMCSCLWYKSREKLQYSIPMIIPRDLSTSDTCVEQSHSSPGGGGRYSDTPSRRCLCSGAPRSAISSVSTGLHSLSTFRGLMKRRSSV
# GSK3B inh: blocks human GSK3beta kinase activity; GST-GSK3beta kinase, ADP-Glo luminescence, 60 min; hits give low values; P49841; AID 2097; activity score (negative = inhibition), % at 10 µM; 300,000 tested, 0.038% active;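 active = more than half of replicate wells score below -50%, meaning over 50% inhibition versus plate controls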;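 note: 0% = median DMSO wells and -100% = median GW8510 positive control wells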
#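 Test system – GST-tagged human GSK3beta kinase, cell-free · Incubation – 60 min enzyme reaction, room temperature · Signal – ADP-Glo luminescence · Also added – peptide substrate and ATP at 25 µM · Controls – DMSO neutral wells and GW8510 at 20 µM as positive · Buffer or medium – Tris/MgCl2 kinase buffer · Measure – Luminescence-derived activity versus plate DMSO and GW8510 wells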
# PolyA inhibitor: yeast polyadenylation inhibition | 300,000 tested, 0.02% active | S. cerevisiae SKY197-pL101 polyadenylation reporter, beta-gal luminescence; efflux-impaired pdr1/pdr3 knockout yeast; score 100 = 6 SD above DMSO | calls only at 12 µM | AID 1875;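 active = lowest replicate activity score at least 50, where 100 means six control SD above control mean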;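 note: yeast exposed to compound for 9 h at 30 °C; higher score means more reporter readthrough which indicates perturbed polyadenylation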
# KCNQ1 block: blocks the human KCNQ1 potassium channel. P51787. CHO-K1 KCNQ1, FluxOR thallium flux fluorescence; hits give high values. B-score at 10 µM. 310,000 tested, 1.3% active. AID 2642;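 active = compounds whose thallium flux B-score, printed positive for inhibition, exceeds three library SD while starting fluorescence stays within three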;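 note: channel opened by potassium depolarization with thallium stimulus after 20 min compound exposure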
# GSK3A inh: human GSK-3 alpha kinase inhibition | ADP-Glo luminescence, 60 min | inhibition, % at 10 µM | 320,000 tested, 0.1% active | AID 2650;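 in the data active = inhibition above about 50%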;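 note: GST-tagged GSK-3 alpha with peptide substrate and 25 µM ATP; 0% = DMSO neutral wells and 100% = GW8510 positive control wells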
# RGS4 inh: human RGS4 inhibition. HEK293 M3R/RGS4 inducible, Fluo-4 calcium flux; hits give high values; triggered by carbachol at its EC20. 310,000 tested, 0.45% active. P49798. B-score at 10 µM;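 active = B-score, a plate-corrected calcium signal, over three deviations above library mean, with baseline fluorescence within five deviations of library mean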;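 note: RGS4 expression induced by doxycycline in cells with stable M3 receptor; B-score is computed from the integrated fluorescence ratio over baseline after carbachol; higher B-score means a larger calcium signal and so more RGS4 inhibition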
# Target sequence (P49798 whole entry, looked up): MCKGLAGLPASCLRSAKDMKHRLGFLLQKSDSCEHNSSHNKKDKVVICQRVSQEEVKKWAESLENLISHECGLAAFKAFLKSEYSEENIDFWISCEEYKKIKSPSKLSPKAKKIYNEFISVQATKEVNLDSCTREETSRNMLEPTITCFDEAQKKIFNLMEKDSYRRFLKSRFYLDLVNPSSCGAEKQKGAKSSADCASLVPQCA
# KCNK9 inh: blocks the human KCNK9 two-pore domain potassium channel | AID 488922 | Q9NPC2 | HEK293 KCNK9, FluxOR thallium flux fluorescence; hits give low values | 310,000 tested, 1.2% active | B-score at 10 µM;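 active = ratio B-score over 3 SD below the library mean, with starting fluorescence within 5 SD of its mean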;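 note: negative B-score means less thallium flux so channel inhibition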
# Target sequence (Q9NPC2 whole entry, looked up, the tested form may be a part): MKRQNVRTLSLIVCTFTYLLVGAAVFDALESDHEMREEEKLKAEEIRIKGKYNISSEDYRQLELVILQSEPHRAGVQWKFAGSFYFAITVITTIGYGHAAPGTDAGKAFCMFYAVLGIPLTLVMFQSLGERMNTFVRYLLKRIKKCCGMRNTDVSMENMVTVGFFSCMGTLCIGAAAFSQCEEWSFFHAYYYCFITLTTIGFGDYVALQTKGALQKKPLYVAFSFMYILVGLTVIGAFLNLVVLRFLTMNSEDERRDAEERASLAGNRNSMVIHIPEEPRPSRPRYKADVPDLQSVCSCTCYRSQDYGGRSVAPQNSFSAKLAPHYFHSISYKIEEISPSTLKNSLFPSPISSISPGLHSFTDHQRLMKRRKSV
# hERG protect: hERG (human) protection from proarrhythmic block; CHO-hERG, FluxOR thallium flux, dofetilide IC70 present; activation (rescue from dofetilide block), less the hit threshold, % at 10 µM; 310,000 tested, 0.51% active; AID 1511;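 active = activation above the mean of controls blocked by dofetilide plus 5 SD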;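 note: thallium influx through hERG after potassium depolarization seen as dye fluorescence rise; in these data hits start at about 4.7%; inactives centre near -7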
# DYRK1A inh: Dyrk1A (rat) kinase inhibition; inhibition, % at 12.5 µM; 310,000 tested, 0.43% active; ADP-Glo luminescence, NFATc1 peptide; in the data active = inhibition above about 50%;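 note: plate controls were vehicle with enzyme for no effect and no enzyme for full effect; many of its hits are not listed in these tables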
# RGS4 pot: potentiators or activators of RGS4; B-score at 10 µM; HEK293 M3R/inducible RGS4, carbachol calcium flux Fluo4; hits give low values; 310,000 tested, 0.92% active; AID 463111;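 active = B-score of the integrated calcium signal more than 4 SD below the library mean, with starting fluorescence not abnormally high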;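 note: negative B-score means reduced calcium response which marks RGS4 activation or potentiation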
#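 test system = HEK293 cells with stable M3R and inducible RGS4 | schedule = recording 10 s baseline at 1 Hz, 100 s post-agonist | technique = Fluo4-AM (2 µM) calcium-flux fluorescence, kinetic read | measure = Agonist-evoked peak-minus-minimum fluorescence over baseline, integrated ratio, B score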
# The depositor's hits bear a star; i = inactive; x = not tested or not shown. Some of the compounds tested; rates above refer to the full screens.
SMILES,KCNQ1 pot,KCNK3 block,GSK3B inh,PolyA inhibitor,KCNQ1 block,GSK3A inh,RGS4 inh,KCNK9 inh,hERG protect,DYRK1A inh,RGS4 pot
O=C(CSc1ncn[nH]1)NC1CC2CCC1C2 (configuration not stated),i,i,0,i,i,5,i,i,2,-4,i
COCCn1nnnc1C(c1ccccc1)N1CCN(Cc2ccc3c(c2)OCO3)CC1 (configuration not stated),i,i,2,i,i,2,i,i,-2,2,i
O=C(N/N=C/c1ccc(O)c(Br)c1)c1cc2c(ccc3ccccc32)o1,i,i,0,x,i,x,i,i,-4,-2,i
Cc1ccc(C(=O)OC(C)C(=O)Nc2ccc(S(N)(=O)=O)cc2)cc1S(=O)(=O)N1CCOCC1 (configuration not stated),i,i,10,i,i,x,i,i,-6,-4,i
O=C(Oc1ccc2ccc(=O)oc2c1)c1ccccc1,i,i,-1,i,i,0,i,i,-11,0,i
Cc1cc(C)c(OCC(=O)OCC(=O)NC2CCCCCCC2)c(C)c1,i,i,-1,i,i,-1,i,i,-1,-4,i
CCc1ccc2[nH]c(O)c(N=NC3=NC(=O)CS3)c2c1,i,i,-2,i,i,0,i,i,-13,21,i
CCCCCN(C(=O)CCC(=O)OCCOc1ccccc1)c1c(N)n(CCCC)c(=O)[nH]c1=O,i,i,-1,i,i,0,i,i,-15,1,i
Cc1nn(Cc2ccccc2)c(C)c1C(=O)NCCN1C(=O)S/C(=C\c2ccccc2)C1=O,i,i,3,i,i,0,i,i,-5,-1,i
C=CCNC(=O)C1CCN(S(=O)(=O)CC)CC1,i,i,2,i,i,-5,i,i,-7,-1,i
Cc1ccc(S(=O)(=O)Nc2nc(C)cc(NN)n2)cc1,i,i,3,i,i,2,i,i,-15,-10,i
COc1ccccc1Oc1ccc(S(=O)(=O)N2CCN(C)CC2)cc1,i,i,-1,i,i,-4,i,i,-13,x,i
CCn1c(N2CCN(C(=O)c3ccco3)CC2)nc2ccccc21,i,i,-1,i,i,1,i,i,-8,-4,i
CC(O)c1nc2ccccc2n1CC(=O)N1CCN(c2ccccc2)CC1 (configuration not stated),i,i,-2,i,i,9,i,i,-9,5,i
Cc1ccc(C(=O)N2C3=C(CCCC3)C(=O)NC23CCCCC3)cc1,i,i,3,i,i,-1,i,i,-8,4,i
COC(=O)c1ccccc1NCC(=O)c1ccc(OC)cc1,i,i,1,i,i,4,i,i,-5,4,i
CC(=O)C(C)n1cnc2scc(-c3ccc(C)cc3)c2c1=O (configuration not stated),i,i,-2,i,i,4,i,i,-2,2,i
CCOC(=O)CSC1=N/C(=C\c2ccc(OC)c(OC)c2)C(=O)N1C,i,i,3,i,i,-1,i,i,-10,1,i
CC(C)NC(=O)CSc1nnc(-c2ccc(F)cc2)c2ccccc12,i,i,3,i,i,1,i,i,-5,x,i
CCOC(=O)c1c(NC(=O)CSc2nnc(-c3ccc(OC)cc3)o2)sc2c1CCC2,i,i,2,i,i,-5,i,i,-12,-3,i

# Some of these compounds in order of length of the SMILES, lowest first:
SMILES,KCNQ1 pot,KCNK3 block,GSK3B inh,PolyA inhibitor,KCNQ1 block,GSK3A inh,RGS4 inh,KCNK9 inh,hERG protect,DYRK1A inh,RGS4 pot
CCc1ccc2[nH]c(O)c(N=NC3=NC(=O)CS3)c2c1,i,i,-2,i,i,0,i,i,-13,21,i
CC(O)c1nc2ccccc2n1CC(=O)N1CCN(c2ccccc2)CC1 (configuration not stated),i,i,-2,i,i,9,i,i,-9,5,i
Cc1ccc(C(=O)N2C3=C(CCCC3)C(=O)NC23CCCCC3)cc1,i,i,3,i,i,-1,i,i,-8,4,i

# (more compounds)
SMILES,KCNQ1 pot,KCNK3 block,GSK3B inh,PolyA inhibitor,KCNQ1 block,GSK3A inh,RGS4 inh,KCNK9 inh,hERG protect,DYRK1A inh,RGS4 pot
C=CCn1c(COc2ccccc2F)nnc1SCC(=O)NC(=O)NCc1ccco1,i,i,0,i,i,-2,i,i,-3,-8,i
O=C(COC(=O)C1(c2cccc(F)c2)CCCC1)NCc1cccs1,i,i,-4,i,i,0,i,i,-22,1,i
COc1ccc(/C=N/NC(=O)Cc2n[nH]c(=O)[nH]c2=O)cc1,i,i,0,i,i,-2,i,i,-16,10,i
Cc1cc(CN2C(=O)c3ccccc3C2=O)cc(N2CCOCC2)c1,i,i,-1,i,i,-2,i,i,-5,0,i
C#CCOCCOCCOCCNc1nc(N2CCN(C(=O)C([C@@H](C)CC)n3cc(C(N)Cc4ccc(O)cc4)nn3)CC2)nc(N2CCN(C(=O)[C@H](CCC(=O)O)n3cc(C(N)CC(C)C)nn3)CC2)n1 (some centres not stated),24*,i,1,x,i,-4,i,i,-5,8,i
C/C(=N\Nc1ncc(Cl)cc1Cl)c1ccc(S(=O)(=O)NCc2ccco2)cc1,i,i,1,i,i,-1,i,i,-9,-5,i
CCc1nc(SCC(=O)c2ccc(C)c(C)c2)n[nH]1,i,i,0,i,i,0,i,i,-8,4,i
CCn1cnc2sc(C(=O)Oc3cccc(C)c3)c(C)c2c1=O,i,i,0,i,i,-2,i,i,-3,-2,i
CC(C)(C)c1ccc(C(CC(=O)O)NC(=O)Cc2ccc(F)cc2)cc1 (configuration not stated),i,x,4,i,i,-4,i,i,-3,x,i
Oc1cccnc1SCc1ccccc1,i,i,1,i,i,x,i,i,-10,7,i
COC(=O)c1ccc(/C=C/c2c(-c3ccc(OC)cc3)oc3ccccc23)cc1,i,i,2,i,i,-3,i,i,-7,2,i
CC(OC(=O)c1ncc(Cl)c(Cl)c1Cl)C(=O)NC1(C#N)CCCCC1 (configuration not stated),i,i,2,i,i,-3,i,i,-20,11,i
O=C(NCc1ccccc1Cl)C1CCCN(S(=O)(=O)c2cccc3nsnc23)C1 (configuration not stated),i,i,-2,i,i,4,i,i,-3,3,i
CCCCCCc1cc2cc(-c3nnc(-c4ccccc4O)o3)c(=O)oc2cc1O,i,i,2,i,i,-2,i,i,4,-2,i
CCc1ccc(OCCNC(=O)c2cccs2)cc1,i,i,2,i,i,0,i,i,-1,1,i
C/C=C/C(=O)OCC(=O)Nc1cc(-c2cc(C)c(C)cc2C)nn1-c1ccccc1,i,i,0,i,i,1,i,i,-3,x,i
CC(C)(C)NC(=O)CSc1nc2scc(-c3ccccc3)c2c(=O)[nH]1,i,i,1,i,i,-3,i,i,-4,-4,i
O=C1O/C(=C/c2ccccc2)N=C1c1ccccc1,i,i,2,i,i,-1,i,i,0,-4,i
C=C1CCN(Cc2ccccc2)S(=O)(=O)c2ccccc21,i,i,-1,i,i,-7,i,i,-10,3,i
Cc1ccc(S(=O)(=O)NCCC(=O)NNC(=O)c2ccccc2O)cc1C,i,i,0,i,i,0,i,i,-11,-5,i
CCOC(=O)/C(=C/C=C/c1ccccc1)NC(=O)c1ccccc1,i,i,5,i,i,-1,i,-7.4*,-13,1,i
CCOC(=O)c1cc(NC(=O)c2ccc(C)cc2)c(=O)oc1C(F)(F)F,i,i,1,i,i,x,i,i,-2,-1,i
CCCN1CCN(C(=O)c2ccc3nc(CC)c(CC)nc3c2)CC1,i,i,1,i,i,1,i,i,-2,2,i
Cc1c(NC(=O)c2ccc(F)c(S(=O)(=O)N3CCOCC3)c2)c(=O)n(-c2ccccc2)n1C,i,i,3,i,i,-2,i,i,-3,1,i
CCc1cccc2c(=O)c(C(=O)NCCCOC)c[nH]c12,i,i,1,x,i,-2,i,i,-7,x,i
N#Cc1cc2sc3nnc(-c4ccncc4)n3c2cc1C#N,i,i,1,i,i,6,i,i,3,7,i
CC1(C)Oc2ccc3ccc(=O)oc3c2/C(=C/N)C1=O,i,i,2,i,i,x,i,i,-1,30,i
Nc1[nH]nc2c1NN(c1ccc(Cl)cc1Cl)N2,i,i,-3,i,i,-5,i,i,-11,5,i
Cc1nn(Cc2ccccc2Cl)c(C)c1NC(=O)CSc1n[nH]c(C)c1[N+](=O)[O-],i,x,0,i,i,-2,i,i,-3,x,i
COc1ccc(C(=O)Nc2ccc(S(=O)(=O)N3CCOCC3)cc2)cc1OC,i,i,4,i,i,12,i,i,-11,10,i
O=C(CC1C(=O)NCCN1Cc1cccc(Oc2ccccc2)c1)NCCc1cnccn1 (configuration not stated),i,i,1,i,i,1,i,i,-10,6,i
CCOC(=O)c1c(NC(=O)CSc2nnc(-c3ccncc3)n2Cc2ccco2)sc(C)c1C,i,i,4,i,i,-1,i,i,-1,-1,i
Cc1oc(-c2cc3c(cc2Cl)OCO3)nc1CN1CCCC(C(=O)N2CCOCC2)C1 (configuration not stated),i,i,-2,i,i,-1,i,i,-4,-7,i
N/C(=N\OC(=O)COc1ccc([N+](=O)[O-])cc1)c1ccncc1,i,i,0,i,i,9,i,i,-5,1,i
O=[N+]([O-])c1ccc2nc(-c3ccc(Cl)cc3)n(OCc3ccccc3)c2c1,i,i,0,i,6*,0,i,i,-4,28,i
CC(=O)N(CC(=O)O)c1ccccc1C(=O)O,i,i,3,i,i,0,i,i,-4,5,i
Cc1c(OCC(=O)NC(Cc2ccc(Cl)cc2)C(=O)O)ccc2c3c(c(=O)oc12)CCCC3 (configuration not stated),i,i,3,i,i,-2,i,i,-13,-1,i
COCCn1c(SCC(=O)Nc2ccc(C(C)=O)cc2)nc2c([nH]c3ccccc32)c1=O,i,i,0,i,i,0,i,i,-9,3,i
COC(=O)[C@H](Cc1ccccc1)NC(=O)NCc1ccc(S(N)(=O)=O)cc1,i,i,2,i,i,-4,i,i,-5,2,i
NNC(=O)CNC(c1ccccc1)c1cc(Br)ccc1NC(=O)c1cccc(Cl)c1 (configuration not stated),i,i,2,i,i,0,i,i,-22,-1,i
O=C(NC1CCCC1)c1cccc(S(=O)(=O)N2CCCCC2)c1,i,i,1,i,i,3,i,i,-7,5,i
Cc1ccc(S(=O)(=O)NC2c3cccc4cccc(c34)C2Sc2ncccn2)cc1 (configuration not stated),i,i,-8,i,i,-1,i,i,-12,1,i
Nn1c(SCc2ccccn2)nncc1=O,i,i,2,i,i,-2,i,i,1,x,i
COC1CCCN(C(=O)c2cccc(OC3CCN(S(C)(=O)=O)CC3)c2)C1 (configuration not stated),i,i,1,i,i,-1,i,i,-5,4,i
Cc1cc(C)c2nc(-c3ccccn3)cc(C(=O)N3CCCC3)c2c1,i,i,0,i,i,0,i,i,-12,-2,i

# Screens as filed in PubChem.
